Screening data: PubChem BioAssay, National Center for Advancing Translational Sciences (NCATS)
TRb SRC2 PPI: qHTS for Inhibitors of the Interaction of Thyroid Hormone Receptor and Steroid Receptor Coregulator 2 | Potency, µM (titrated, usually from 106 µM), inactives show top-dose activity change, negative = inhibition, usual class: inhibitors | Thyroid hormone receptor beta (Homo sapiens), P10828 | TRbeta-SRC2 peptide binding, fluorescence polarization; receptor liganded with 1 µM T3 | actives 0.065% (n = 280,000);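 also: plate controls were bound peptide for no effect and peptide without receptor for full effect; nearly all actives have a fitted effect of over 50% in size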
Target sequence (P10828 whole entry, looked up): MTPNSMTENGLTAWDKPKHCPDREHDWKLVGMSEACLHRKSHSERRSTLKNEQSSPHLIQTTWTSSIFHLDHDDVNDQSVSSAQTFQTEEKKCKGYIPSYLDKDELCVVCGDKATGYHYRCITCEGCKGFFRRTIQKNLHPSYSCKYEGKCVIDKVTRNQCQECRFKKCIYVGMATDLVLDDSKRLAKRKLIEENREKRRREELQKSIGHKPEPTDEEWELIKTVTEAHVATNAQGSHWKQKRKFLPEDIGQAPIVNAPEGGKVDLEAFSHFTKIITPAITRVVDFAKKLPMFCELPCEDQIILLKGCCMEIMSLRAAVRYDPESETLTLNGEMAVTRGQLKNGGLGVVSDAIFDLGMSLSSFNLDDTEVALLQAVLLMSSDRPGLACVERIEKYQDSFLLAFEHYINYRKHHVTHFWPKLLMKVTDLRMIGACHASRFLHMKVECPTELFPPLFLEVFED
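Human TRb ligand-binding domain (0.6 uM) is mixed with 20 nM Texas Red SRC2 peptide and 1 uM T3; after compound addition and 5 hr at ambient temperature, polarization is measured and normalized to unbound and bound controls.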
TexasRed fluor: Total Fluorescence Counterscreen for Inhibitors of the Interaction of Thyroid Hormone Receptor and Steroid Receptor Coregulator 2; TRb/SRC2 Texas Red total fluorescence interference; Potency, µM (top dose mostly 106 µM), without a hit: at the highest dose fluorescence change, negative = quenching; actives 0.29% (n = 280,000); AID 1479, 2009; active = well fitted curve in either direction with a large enough effect; inconclusive = small, poorly fitted or top-dose-only effect; also: % is scaled to controls: 0 for no effect and ±100 for the full control effect
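Human TRb ligand-binding domain at 0.6 uM with 20 nM Texas Red SRC2 peptide in Tris buffer containing 1 uM T3 and 5% DMSO, incubated with compound 5 h at ambient temperature. Total fluorescence (555/632 nm) calculated as parallel + 2 × perpendicular.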
SMN2 splice up: qHTS Assay for Enhancers of SMN2 Splice Variant Expression; HEK293 SMN2-luciferase splicing reporter, luminescence, 30-36 h; Potency, µM (highest dose often 46.1 µM), without a hit: at the top dose activity change, positive = activation, most hits filed as activators; actives 2.8% (n = 210,000); also: % of control where 0% means no effect; nearly all actives have a fitted effect of over 55% in size
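HEK293 cells carry an SMN2 minigene-luciferase reporter in which exon 7 inclusion puts luciferase in frame. Cells were seeded at 2000 cells/well, attached for 10-12 hours, then exposed to compounds for 30-36 hours at 37C before ONE-Glo luminescence.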
ALDH1A1 inh: qHTS Assay for Inhibitors of Aldehyde Dehydrogenase 1 (ALDH1A1); Aldehyde dehydrogenase 1A1 (Homo sapiens), P00352; Purified ALDH1A1, NADH fluorescence, propionaldehyde substrate; Potency, µM (series often up to 75.3 µM), without a hit: at the top dose activity, negative = inhibition, usual class: inhibitors; actives 7.3% (n = 220,000); AID 1030, 2008; active = well fitted inhibition curve with a large enough effect, not every such curve was filed as active; inconclusive = small, poorly fitted or top-dose-only effect, or another doubt; inactive = no such curve, though single readings can be large or run the other way;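 also: plate controls were no enzyme wells and a reference inhibitor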
RGS12 GoLoco inh: qHTS Assay for Inhibitors of RGS12 GoLoco Motif Activity (Red Fluorophore); AID 880, 2007; actives 0.44% (n = 230,000); Potency, µM (doses to about 61.6 µM), for the others: at the top dose activity, negative = inhibition, actives largely listed as inhibitors; Guanine nucleotide-binding protein G(i) subunit alpha-1 (Homo sapiens), P63096; Gai1:RGS12 GoLoco peptide FP, rhodamine, 10 min; active = well fitted inhibition curve with a large enough effect, not every such curve was filed as active; inactive = no such curve, though single readings can be large or run the other way; also: % is scaled to controls: 0 for no effect and ±100 for the full control effect; nearly all actives have a fitted effect of over 30% in size; many of its hits are not listed in these tables
Target sequence (P63096 whole entry, looked up): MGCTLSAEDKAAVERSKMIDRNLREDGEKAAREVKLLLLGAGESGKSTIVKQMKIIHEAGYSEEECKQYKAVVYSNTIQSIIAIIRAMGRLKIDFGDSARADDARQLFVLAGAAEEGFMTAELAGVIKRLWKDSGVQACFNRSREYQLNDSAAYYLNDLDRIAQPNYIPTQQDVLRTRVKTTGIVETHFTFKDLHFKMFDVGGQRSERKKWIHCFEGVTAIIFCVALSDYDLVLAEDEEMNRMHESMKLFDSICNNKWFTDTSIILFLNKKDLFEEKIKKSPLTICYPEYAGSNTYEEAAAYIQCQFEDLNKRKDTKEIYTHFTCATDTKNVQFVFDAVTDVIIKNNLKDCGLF
RECQ1 inh: qHTS Assay for Inhibitors of RecQ-Like Dna Helicase 1 (RECQ1); Potency, µM (doses to about 57.3 µM), without a hit: at the highest dose activity, negative = inhibition, usual class: inhibitors; AID 2549, 2010; actives 0.54% (n = 240,000); RECQ1 DNA unwinding, red fluorescence kinetic read; ATP-dependent DNA helicase Q1 (Homo sapiens), P46063;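 also: plate controls were vehicle for no effect and no enzyme for full effect; nearly all actives have a fitted effect of over 30% in size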
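RECQ1T1 50 nM; forked duplex (20 bp + 30-nt ss tails) 200 nM, ATP 2 mM final; pH 8.0, 2 mM MgCl2, 2.5 ug/ml poly(dI-dC); 15 min compound preincubation; discontinuous kinetic read over 2 h at RT.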
LMNA splice mod: qHTS Assay for Modulators of Lamin A Splicing. Potency, µM (series often up to 46.1 µM), for the others: at the top dose ratio change, negative = inhibition, actives largely listed as inhibitors. actives 0.01% (n = 200,000). HeLa LMNA splicing GFP/RFP minigene ratio, 48 h; active = well fitted inhibition curve with a large enough effect in the signal ratio, with a control signal flat, not every such curve was filed as active; inconclusive = small, poorly fitted or top-dose-only effect, or effect the other way, or a change in a side signal; the % refers to the signal ratio; also: % is scaled to controls: 0 for no effect and ±100 for the full control effect
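S3 HeLa cells stably expressing lamin A-EGFP splicing minigene plus DsRed2, 600 cells/well, 48 h compound exposure at 37C. Laser-scanning cytometry; analysed as GFP (500-530 nm)/RFP (575-640 nm) total intensity ratio; 0.5% DMSO vehicle.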
KDM4E inh: qHTS Assay for Inhibitors of Human Jumonji Domain Containing 2E (JMJD2E). actives 1.6% (n = 230,000). Potency, µM (series often up to 57.1 µM), for inactives: at the highest dose activity change, negative = inhibition, most hits filed as inhibitors. Lysine-specific demethylase 4E (Homo sapiens), B2RXH2. JMJD2E catalytic domain, FDH-coupled NADH fluorescence (FDH is formaldehyde dehydrogenase); active = well fitted inhibition curve with a large enough effect, not every such curve was filed as active; inconclusive = small, poorly fitted or top-dose-only effect, or another doubt; inactive = no such curve, though single readings can be large or run the other way;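 also: 0% = wells with enzyme and -100% = buffer wells without enzyme; nearly all actives have a fitted effect of over 50% in size; many of its hits are not listed in these tables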
The depositor's hits bear a star; i = inactive; ? = inconclusive; / = no result given; [ ] = dose if it differs, or a comment. Unless noted, calls follow the shape of the dose curve; as a rule, active = well fitted curve in the direction sought with a large enough effect; inconclusive = small, poorly fitted or top-dose-only effect, or another doubt; inactive = no such curve, though single readings can be large; an effect the other way counts as inactive or inconclusive. Potency is read from the fitted curve at half-maximal effect.

Compound | TRb SRC2 PPI | TexasRed fluor | SMN2 splice up | ALDH1A1 inh | RGS12 GoLoco inh | RECQ1 inh | LMNA splice mod | KDM4E inh
CCOCC(=O)Nc1cc(C)on1 | 1% | 0% | -20% | -7% | -1% | -18% | / | 7%
O=[N+]([O-])c1cc2c(c(CSc3nnc(Nc4ccccc4)s3)c1)OCOC2 | -17% | 0% | -10% | -1% | 7% | i | ? | -12%
COc1ccc(NC(=O)O/N=C/c2ccncc2)cc1 | 5% | -1% | -8% | 8% | 7% | -2% | / | 8%
COCc1[nH][nH]c(=O)c1C=NCC(=O)OC | 9% | -1% | 8% | -3% | -5% | -2% | 22%[9.22 µM] | -4%
O=C(CN1CCN(Cc2ccccc2)CC1)NC(=O)NC1CCCCC1 | 10% | 1% | -18% | -1% | 1% | -5% | 14% | 0%
CCOC(=O)c1sc(=S)n(C)c1C | -19% | 3% | -20% | -9% | 4% | -13% | -5% | -4%
CCCNS(=O)(=O)c1cccc2cccnc12 | 0% | 4% | 12% | 4% | 5% | -1% | -1% | 3%
O=C(COC(=O)CCC1CCCC1)Nc1ccc(Cl)cc1F | -1% | -5% | 5% | ? | -3% | 2% | -18% | 0%
COc1ccc(/C=N/NC(=O)c2cc(-c3cccnc3)nc3ccccc23)c(OC)c1 | 2% | 0% | -27% | 5% | 3% | i | 0%[9.22 µM] | ?
Cc1cccc(N2CCCn3c2nc2c3c(=O)n(CCN3CCOCC3)c(=O)n2C)c1 | 0% | 0% | 5% | 9% | 3% | i | 14% | 6%
CCC(=O)c1ccc(OCCN2CCOCC2)cc1 | -6% | 0% | ? | 3% | 5% | -1% | 22% | -2%
O=C(C1CCN(S(=O)(=O)c2cnc[nH]2)CC1)N1CCc2ccccc2C1 | -11% | 2% | 1% | 17% | 1% | -12% | 5% | -3%
CCOc1ccc(-c2noc(-c3cccnc3)n2)cc1OC | -18% | -1% | -5% | 2% | 10% | -1% | 4% | -1%
COc1cc(NCCC(=O)c2cccs2)c(OC)cc1Cl | 1% | -1% | 1% | 1.4µM* | -12% | -7% | ? | -11%
NC(=O)/C(=C/c1ccco1)NC(=O)/C=C/c1ccccc1 | -7% | -8% | -2% | ? | -5% | 0% | -11% | -29%
O=C(NCCCN1CCCC1=O)c1csc2ccccc12 | -9% | -4% | ? | 4% | -3% | -2% | -4% | 8%
COCCNc1nc2nonc2nc1N1C[C@H]2CC[C@H]1C2 | -2% | 1% | / | -5% | -4% | -9% | 4%[46 µM] | 2%
COc1cccc(NC(=O)CSc2nnc(CN3CCOCC3)n2C)c1 | 3% | 2% | 11% | -3% | 12% | -5% | 4% | 7%
CN(C)CC1(c2ccccc2)CCCC1 | 0% | -4% | -8% | 5% | -2% | -6% | 4% | 3%
Cc1nc(NCc2ccccc2)sc1C(=O)Nc1ccccc1 | -5% | -1% | ? | ? | 1% | -10% | 0%[46 µM] | -12%
COc1ccc(NC(=O)c2nc[nH]c2C(=O)Nc2ccccc2C)cc1 | -1% | 0% | ? | ? | 3% | -1% | -3% | 182%[activator]
CCCNc1nc(NCC)nc(OC)n1 | -4% | -4% | 11% | 7% | -14% | 0% | 6% | 2%
CCC(CC)NC(=O)COC(=O)c1ccc(OCC(=O)Nc2ccccc2OC)c(OC)c1 | 0% | -2% | -7% | 11% | 7% | -1% | 3% | -4%
O=C(NC(=O)c1ccccc1)OCC1CCCN2CCCCC12 (stereo not drawn) | 7% | -2% | 7% | 11% | 13% | -1% | 2% | 6%
CCOC(=O)N1CCN(c2nc3ccccc3nc2C(C#N)C(=O)NCCc2ccccc2)CC1 (stereo not drawn) | -4% | -1% | -39%[inhibitor] | / | 0% | -10% | 16% | 1%
CC1Cc2ccccc2N1Cc1cc(=O)n2ccsc2n1 (stereo not drawn) | -23% | 0% | 2% | -80% | 13% | 9% | -10% | ?
CC1CCN(S(=O)(=O)c2ccc(N/N=C(/C#N)C(N)=O)cc2)CC1 | 4% | -3% | 17% | 2% | 4% | -4% | 5% | 6%
CC(=O)c1cccc(NC(=S)NC(=O)CC(C)C)c1 | 3% | 1% | 10% | 4% | 11% | i | -3% | -6%
COc1ccnc(-n2cccc2/C=N/O)c1C#N | 0% | -8% | / | -4% | 11% | i | / | 1%
COc1ccc(C(C(=O)NC(C)(C)C)N(Cc2cccs2)C(=O)CCC(=O)Nc2cc(C)on2)cc1 (stereo not drawn) | -10% | -2% | -41%[inhibitor] | ? | 7% | 6% | -18% | -4%
Fc1ccc(-c2cc(C(F)(F)F)nc(NCc3cccs3)n2)cc1 | -9% | -6% | -30%[inhibitor] | ? | -4% | -15% | ? | ?
COc1ccc(NC(=O)COC(=O)/C=C/C(=O)OCC(=O)Nc2ccc(OC)c(Cl)c2)cc1Cl | -6% | -1% | -4% | 11µM* | 8.9µM* | -7% | -19% | 1%
COc1ccc(CCNC(=O)C(=O)N2CCCCC2)cc1OC | -4% | 0% | -14% | ? | -11% | i | 1% | 9%
CC(=O)c1ccc2noc(-c3ccc(Cl)cc3)c2c1 | -1% | -4% | -41%[inhibitor] | -15% | 31%[activator] | -1% | / | -28%
CCOC(=O)C1Cc2ccccc2CN1 (stereo not drawn) | 0% | 0% | -6% | 0% | 0% | -8% | 5% | -5%
N/C(Cn1cncn1)=N\NC(=O)C(=O)Nc1ccc(Cl)cc1Cl | 1% | -2% | 26% | 7% | 0% | i | 4%[46 µM] | -3%
O=[N+]([O-])c1cc(C(F)(F)F)cc([N+](=O)[O-])c1NCCCNc1ccc([N+](=O)[O-])c2cccnc12 | 0% | -2% | -7% | 5% | 5% | 1% | ? | 6%
S=C(Nc1ccc(Cl)c(Cl)c1)NN1CCOCC1 | -3% | 1% | 10% | 8% | -3% | -7% | -6% | 13%
CCCn1c(NCc2ccco2)nc2c1c(=O)n(C)c(=O)n2C | -3% | 2% | -24% | 9% | 16% | -23% | ? | -4%
Cc1ccc(-c2nc(P(=O)(c3ccccc3)c3ccccc3)c(N3CCOCC3)o2)cc1 | -4% | 4% | ? | ? | 12% | -1% | ? | 2%
CCCCn1nc(NC(=O)c2cccs2)c2cc3cc(OC)ccc3nc21 | 2% | 0% | 9% | ? | 9% | -18% | ? | ?
COc1ccc2[nH]c(C(=O)NCCc3ccccc3)cc2c1 | -1% | -1% | / | 7% | -3% | -6% | / | ?
COc1ccc(NC(=O)CC2Nc3cc(C)c(C)cc3NC2=O)c([N+](=O)[O-])c1 (stereo not drawn) | -7% | 0% | / | 5% | 12% | -7% | / | 3%
Cc1ccc(C(=O)N/C(=C\c2cccs2)C(=O)NCCCn2ccnc2)cc1 | -8% | -1% | 5% | -2% | -8% | -1% | 3% | -2%
O=C(NCc1ccccn1)C1COc2ccccc2O1 (stereo not drawn) | 3% | -7% | -2% | 3% | 5% | -2% | 5% | -3%
CCN(CC)C(=O)COc1ccc2oc(-c3ccco3)cc(=O)c2c1 | -4% | -6% | / | ? | 6% | -12% | / | ?
CCOc1nc(Nc2ccc(OC)c(Cl)c2)nc(OCC)n1 | 6% | 0% | -22% | -5% | -3% | -4% | ? | -7%
CC(=O)c1c(C)oc(C)c1CSCc1ccc(C(=O)O)o1 | -2% | -3% | 9% | ? | -6% | -21% | -5% | -24%
CCN(CC)CC(=O)c1c[nH]c2ccc(C)cc12 | -22% | 0% | -7% | ? | 1% | 10% | 0% | -18%
O=C1N=C(C=c2ccc(=Cc3[nH]c(=O)[nH]c3O)cc2)C(=O)N1 | 0% | -4% | / | / | 0% | i | / | ?
O=[N+]([O-])c1c(C(Cl)Cl)nn(-c2ccccc2)c1N1CCCC1 | -1% | 1% | -8% | -2% | -3% | i | 9% | 1%
Cc1ccccc1OCC(O)Cn1c(NCc2ccco2)nc2c1c(=O)[nH]c(=O)n2C (stereo not drawn) | 9% | 0% | ? | ? | 7% | -2% | 5% | -3%
COc1cccc(CNC(=O)C(=O)NCCc2ccc(OC)c(OC)c2)c1 | 0% | -1% | 7% | ? | 2% | -3% | -9% | 8%
Cc1ccc(-c2cc3ncc(C#N)c(N)n3n2)cc1 | -3% | 1% | ? | ? | 17% | -9% | / | ?
COC(=O)c1[nH]c2ccc(Cl)cc2c1NC(=O)c1ccccc1[N+](=O)[O-] | 3% | -5% | / | 4% | / | -1% | -15% | 5%
COc1ccc(C2CC(=O)n3c(nc4ccccc43)S2)cc1OC (stereo not drawn) | -3% | -1% | -7% | 8% | 6% | -5% | -4% | -2%
N#Cc1cc2c(nc1SCC(=O)Nc1sc3c(c1C#N)CCC3)CCCCCC2 | -4% | 1% | -26% | 16µM* | -2% | -6% | 3% | 3%
N/C(=N\OC(=O)CC1CCCCC1)c1ccccc1 | -5% | 1% | 16% | -8% | 8% | -2% | 4% | 1%
CN1CCC(=NNc2ccc(S(=O)(=O)N3CCOCC3)cc2[N+](=O)[O-])CC1 | -7% | -1% | -5% | 0% | -4% | -3% | 0% | -23%
CC#CCc1cc2ccccc2c(=O)o1 | 9% | 1% | / | / | -1% | 1% | / | -7%
CCC(=O)N(Cc1cc2cccc(C)c2[nH]c1=O)c1ccccc1OC | -9% | -2% | -11% | ? | 7% | 9% | 2% | -28%
Nc1c(N=Nc2cccc(Cl)c2)c(=O)[nH]n1-c1ccccc1 | -3% | 1% | 21% | 4% | -7% | -7% | 7% | 5%
O=C(Cc1ccccc1F)Nc1nc(-c2cccnc2)cs1 | -5% | -5% | 7% | 25µM* | 32%[activator] | i | / | 2%

These rows are one share of the data; count on the stated rates, not on these rows.
